TNAP activation fold: stimulation of alkaline phosphatase TNAP activity – biochemical, luminescent, no phosphate acceptor, uHTS, primary screen (AID 1001). purified TNAP, luminescent activation assay, no phosphate acceptor; higher activation fold means a stronger effect. activation fold at 20 µM; hits with a dose series show EC50 in µM. actives 0.03% (n = 200,000); in the data active means activation fold from about 3, or a potency from the dose series; inactive means the rest, 99 in 100 with activation fold below about 1.6; further: many of its hits are not listed in these tables
RSV CPE inhibition: inhibition of RSV-induced cytopathic effect – HEp-2 cells, primary 10 µM value included (AID 2391). actives 0.13% (n = 310,000). HEp-2 cells, RSV-induced CPE inhibition; higher % means a stronger effect. one-dose CPE inhibition, % at 10 µM; IC50 in µM for titrated hits; in the data active means a potency from the dose series; inconclusive means CPE inhibition mostly from about 23% at the one dose, without a potency; inactive means the rest, 99 in 100 with CPE inhibition below about 21%; further: strong numbers were not always called active
WT yeast gro inh: growth inhibition of WT yeast, mitochondrial fusion screen; mitochondrial fusion phenotypic screen, WT strain; inhibition, % at 10 µM; actives 2.1% (n = 190,000); AID 1362; in the data active means inhibition above about 58%; tested in S. cerevisiae
Siah-1 displacement: Siah-1 peptide-binding antagonists, primary screen, biochemical, fluorescence polarization, rhodamine-plectin, uHTS (AID 1817); Siah-1 / rhodamine-plectin peptide fluorescence polarization; higher % means a stronger effect; displacement, % at 20 µM, or IC50 in µM where a hit was titrated; actives 0.02% (n = 290,000);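 active means displacement of at least 50% at 20 µM, with a fluorescence ratio check between 0.3 and a set limit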;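 further: plate controls were Siah plus tracer with DMSO for no effect and tracer alone without Siah for full effect; strong numbers were not always called active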
XIAP displacement: small molecules displacing peptide from XIAP – biochemical, IAP family, fluorescence polarization (AID 1018) | displacement, % at 20 µM, or IC50 in µM where a hit was titrated | XIAP BIR domain, fluorescence polarization peptide displacement; higher % means a stronger effect | actives 0.007% (n = 200,000); in the data active means displacement above about 50%; further: a part of the inactive calls stands beside numbers as strong as those of hits
human PMI inhibitors: MPI inhibition at elevated mannose 6-phosphate – biochemical, fluorescence intensity, high mannose 6-phosphate, primary screen (AID 1220) | one-dose inhibition, % at 20 µM; IC50 in µM for titrated hits | recombinant PMI enzyme, coupled fluorescence intensity; higher % means a stronger effect | actives 0.66% (n = 190,000)
PhoP inhibition: PhoP-dependent GFP reporter repression – Salmonella Typhimurium, primary screen (AID 1863); actives 0.16% (n = 300,000); S. Typhimurium PhoP-regulated promoter GFP reporter, 4 h; higher % means a stronger effect; one-dose inhibition, % at 50 µM; IC50 in µM for titrated hits;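 active means inhibition over 29.93%, a cutoff 3 SD above the screen mean, later confirmed by dose response; inconclusive means inhibition over 29.93% but no dose response follow-up; inactive means inhibition at most 29.93% or unconfirmed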;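 further: 0% = low Mg2+ inducing control and 100% = high Mg2+ repressing control; strong numbers were not always called active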
human PMI inhibition: MPI enzyme activity inhibition – biochemical, fluorescence intensity, coupled assay, primary screen (AID 1209); purified PMI enzyme, coupled fluorescence intensity; higher % means a stronger effect; inhibition, % at 20 µM, or IC50 in µM where a hit was titrated; actives 0.42% (n = 190,000);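 further: plate controls were DMSO vehicle for no effect and wells lacking substrate for full effect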
Myeloid diff 2: promotes myeloid progenitor differentiation | ER-HoxA9 myeloid progenitors, lysozyme-GFP differentiation, flow cytometry | calls only at 10 µM | actives 1% (n = 360,000) | AID 624256;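 active means normalized GFP-positive differentiation at or above the plate's own cutoff, the solvent-only control mean plus 3 SD; inconclusive means no clear call, values can overlap the other calls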;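 further: cells exposed to compound for four days before flow analysis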
WT yeast gro inh mutant strain: recorded beside WT yeast gro inh, whose call it bears; inhibition, %; mitochondrial fusion phenotypic screen, mutant strain inhibition
Myeloid diff 2 GFP+ MAC1+ %: recorded beside Myeloid diff 2, whose call it bears; GFP+ MAC1+ double positive, %; measured here: differentiation confirmed by MAC1 staining
An asterisk follows results filed as active; i = inactive; ? = inconclusive; nt = no result given. Unless noted, no stated cut-off is given here; in the data, active means inhibition above about 50%; inactive means the rest.

(1) COC(=O)c1cnn(-c2ccccc2)c1-n1cccc1C=O
(2) O=S(=O)(/N=S1/CC=CCN1S(=O)(=O)c1ccccc1)c1ccccc1 (stereo not given)
(3) CCOC(=O)C(C(C)C)C(N)Cc1ccc(F)cc1 (stereo not given)
(4) O=C(NC1(C(F)(F)F)C(=O)Nc2c1c(=O)[nH]c(=O)n2Cc1ccccc1)c1ccc(Cl)cc1 (stereo not given)
(5) Cc1cccc2nc(COc3ccc(Cl)c4cccnc34)cn12
(6) CC(Sc1nnc(CNc2cccc3ccccc23)n1-c1ccccc1)C(=O)N/N=C/c1ccco1 (stereo not given)
(7) Cc1noc(C)c1S(=O)(=O)NCc1ccc2c(c1)OCO2
(8) CCN1CCN(CC(=O)Nc2ccc(C(C)=O)cc2)CC1

compound no.	1	2	3	4	5	6	7	8
PhoP inhibition	-8%	-8%	-8%	-11%	-5%	6%	-6%	-2%
XIAP displacement	-8.7%	-4.0%	11%	-5.0%	-4.3%	-1.6%	-2.5%	nt
human PMI inhibition	7%	-25%	-24%	-8%	5%	11%	-3%	nt
TNAP activation fold	1	1.1	1.1	1	1	1.1	0.9	nt
WT yeast gro inh mutant strain	-8	15	4	17	-3	-5	-8	nt
RSV CPE inhibition	0.2%	-0.2%	-0.3%	-0.2%	33µM*	1.0%	1.2%	0.1%
Myeloid diff 2 GFP+ MAC1+ %	0.3	1.1	0.4	1.0	0.6	0.5	1.1	0.7
human PMI inhibitors	8%	-79%	-27%	-12%	17%	18%	-2%	nt
Siah-1 displacement	-4%	0%	9%	-4%	9%	1%	-2%	2%
Myeloid diff 2	i	i	i	i	i	i	i	i
WT yeast gro inh	-11	10	-1	45	2	3	-10	nt

(9) O=C(Nc1ccc(N2CCCC2)cc1)c1ccc(Cl)cc1Cl
(10) Fc1cccc(/C=N/Nc2cc(N3CCOCC3)ncn2)c1
(11) Cc1oc(-c2ccccc2F)nc1CS(=O)(=O)CC(=O)NCCN(C)C1CCCCC1
(12) COc1ccc(S(=O)(=O)N(CC(=O)NCc2ccco2)C2CCCCC2)cc1OC
(13) Cc1cccc(NC(=O)CSc2nnc(C3CC3)n2CC2CCCO2)c1C (stereo not given)
(14) CCOc1cccc2cc(C(=O)N3CCc4ccccc4C3)c(=O)oc12
(15) CCS(=O)(=O)c1ccc(O)c(NC(=O)/C=C/c2ccc(Cl)cc2)c1
(16) Cn1c(=O)c2[nH]c(NCCCN3CCOCC3)nc2n(C)c1=O

compound no.	9	10	11	12	13	14	15	16
PhoP inhibition	17%	-6%	5%	-3%	12%	-7%	-3%	-10%
XIAP displacement	nt	nt	0.2%	-6.1%	nt	0.7%	nt	-7.1%
human PMI inhibition	nt	nt	1%	0%	nt	8%	nt	6%
TNAP activation fold	nt	nt	1.1	1	nt	1.1	nt	0.9
WT yeast gro inh mutant strain	nt	nt	-1	-7	nt	11	nt	-2
RSV CPE inhibition	0.1%	-0.9%	0.4%	-0.2%	0.1%	1.7%	14%	1.2%
Myeloid diff 2 GFP+ MAC1+ %	0.5	0.3	8.8	6.6	1.6	5.8	0.4	0.7
human PMI inhibitors	nt	nt	-3%	-10%	nt	2%	nt	-3%
Siah-1 displacement	-6%	0%	5%	0%	4%	5%	-5%	2%
Myeloid diff 2	i	i	i	i	i	i	i	i
WT yeast gro inh	nt	nt	4	-4	nt	9	nt	-3

(17) COc1ccccc1N(CC(=O)NCc1ccccc1)C(=O)CCC(=O)Nc1cc(C)ccn1
(18) Cc1cc(/C=C2/NC(=O)NC2=O)c(C)n1C
(19) CS(=O)(=O)N(CC(=O)Nc1ccccc1Sc1ccccc1)c1cccc(Br)c1
(20) CC(c1cccs1)N(Cc1ccco1)C(=S)Nc1ccc(F)c(Cl)c1 (stereo not given)
(21) O=S(=O)(Nc1ccc(O)c(Sc2nc3ccccc3s2)c1)c1ccc(Cl)cc1
(22) Cc1cc(C)c(CN2CCC(n3nccc3NC(=O)C3CCOC3)CC2)cc1C (stereo not given)
(23) Cc1noc(-c2ccccc2OC(=O)c2ccccc2)n1
(24) O=C(CSc1nnnn1-c1ccc2c(c1)OCCO2)c1cccc2c1OCCO2

compound no.	17	18	19	20	21	22	23	24
PhoP inhibition	-2%	0%	-10%	0%	1%	1%	4%	-14%
XIAP displacement	-8.4%	1.2%	1.6%	2.4%	-3.9%	nt	-2.7%	-1.1%
human PMI inhibition	3%	-8%	15%	5%	18%	nt	8%	9%
TNAP activation fold	1.1	1.1	1.1	1.1	1.1	nt	1.2	1.1
WT yeast gro inh mutant strain	0	-10	32	50*	-4	nt	nt	-10
RSV CPE inhibition	17%	3.8%	0.6%	-1.4%	11%	1.3%	1.8%	13%
Myeloid diff 2 GFP+ MAC1+ %	1.2	0.2	nt	0.0	0.5	0.6	0.7	7.6
human PMI inhibitors	8%	17%	17%	10%	10%	nt	6%	12%
Siah-1 displacement	29%	-4%	8%	9%	1%	15%	6%	3%
Myeloid diff 2	i	i	nt	i	i	i	i	i
WT yeast gro inh	-7	-6	43	78*	12	nt	nt	-11

Structures above that have a furan ring, fused or not:
(6) CC(Sc1nnc(CNc2cccc3ccccc23)n1-c1ccccc1)C(=O)N/N=C/c1ccco1 (stereo not given)
(12) COc1ccc(S(=O)(=O)N(CC(=O)NCc2ccco2)C2CCCCC2)cc1OC
(20) CC(c1cccs1)N(Cc1ccco1)C(=S)Nc1ccc(F)c(Cl)c1 (stereo not given)

compound no.	6	12	20
PhoP inhibition	6%	-3%	0%
XIAP displacement	-1.6%	-6.1%	2.4%
human PMI inhibition	11%	0%	5%
TNAP activation fold	1.1	1	1.1
WT yeast gro inh mutant strain	-5	-7	50*
RSV CPE inhibition	1.0%	-0.2%	-1.4%
Myeloid diff 2 GFP+ MAC1+ %	0.5	6.6	0.0
human PMI inhibitors	18%	-10%	10%
Siah-1 displacement	1%	0%	9%
Myeloid diff 2	i	i	i
WT yeast gro inh	3	-4	78*

Additional records follow.
(25) CCC(=O)c1cn(CC(=O)O)c2ccccc12
(26) CC(/C=C/c1ccccc1F)=N\NC(=O)C(C)C
(27) CCOC(=O)c1nnn(-c2ccc([N+](=O)[O-])cc2[N+](=O)[O-])c1C
(28) CCOC(=O)CC1=C(C(=O)OCC)C(c2cccs2)C(C#N)=C(N)O1 (stereo not given)
(29) Cc1onc(-c2ccccc2)c1C(=O)Nc1ccon1
(30) CC(C)c1ccc(CN(C(=O)C2COc3ccccc3O2)C2CCS(=O)(=O)C2)cc1 (stereo not given)
(31) O=C(Nc1cccc(C(=O)O)c1)/C(=C\c1ccco1)NC(=O)c1ccccc1Cl
(32) Cc1n[nH]c(=S)n(/N=C/c2cccc([N+](=O)[O-])c2)c1=O

compound no.	25	26	27	28	29	30	31	32
PhoP inhibition	1%	-10%	-7%	15%	-3%	-2%	-6%	2%
XIAP displacement	-4.3%	-3.5%	-12%	-4.8%	-2.2%	-6.3%	nt	nt
human PMI inhibition	-1%	2%	-17%	19%	-3%	-1%	nt	nt
TNAP activation fold	1	1	0.9	1	1.1	0.9	nt	nt
WT yeast gro inh mutant strain	-5	-16	-10	3	-5	26	nt	nt
RSV CPE inhibition	-0.7%	?	-1.8%	2.9%	1.0%	5.3%	0.7%	1.4%
Myeloid diff 2 GFP+ MAC1+ %	0.2	0.8	0.8	1.5	1.0	0.6	1.0	1.0
human PMI inhibitors	3%	-13%	15%	14%	4%	2%	nt	nt
Siah-1 displacement	-1%	-1%	-2%	-2%	0%	-1%	3%	-2%
Myeloid diff 2	i	i	i	i	i	i	i	i
WT yeast gro inh	1	1	-3	-20	4	-9	nt	nt

(33) Cc1cc(C)cc(NC(=O)CSc2nc(N)c(NC(=O)c3cccs3)c(=O)[nH]2)c1
(34) CCN(CC(=O)Nc1ccc2c(c1)OC(F)(F)O2)Cc1nc2ccccc2c(=O)[nH]1
(35) COc1ccc(NC(=O)Cn2c(=O)n(-c3ccccc3)c(=O)c3sccc32)c(OC)c1
(36) O=C(c1ccco1)N1CCn2cccc2C1c1ccccc1 (stereo not given)
(37) O=Cc1c(N2CCN(c3cccc(Cl)c3)CC2)nc2ccccn2c1=O
(38) CCc1ccc(CNC(=O)CCCn2c(=O)c3cccn3c3cccnc32)cc1
(39) O=C(CNCC1(N2CCOCC2)CCCCC1)Nc1ccc(Cl)cc1
(40) Cn1nc(-c2ccccc2)c(COC(=O)c2cccc(Cl)c2)c1S(=O)(=O)c1ccccc1

compound no.	33	34	35	36	37	38	39	40
PhoP inhibition	-2%	-1%	-11%	6%	-1%	13%	-4%	-2%
XIAP displacement	-4.8%	-5.7%	-5.9%	-8.9%	-1.1%	nt	-5.4%	1.4%
human PMI inhibition	6%	2%	-13%	-28%	13%	nt	1%	7%
TNAP activation fold	1.1	1.1	1.1	1.1	1	nt	1.2	1.2
WT yeast gro inh mutant strain	-7	-24	-2	-68	41	nt	20	-11
RSV CPE inhibition	2.0%	1.1%	0.6%	1.0%	19%	0.3%	-0.2%	?
Myeloid diff 2 GFP+ MAC1+ %	2.2	0.4	0.6	0.3	0.5	0.0	0.2	0.7
human PMI inhibitors	11%	-2%	-7%	-10%	14%	nt	-1%	1%
Siah-1 displacement	12%	16%	4%	0%	2%	-6%	2%	0%
Myeloid diff 2	i	i	i	i	i	i	i	i
WT yeast gro inh	-14	2	-12	17	43	nt	-2	1

(41) O=[N+]([O-])c1cccc(-c2ccc(C(=S)N3CCN(c4ccc(F)cc4)CC3)o2)c1
(42) COc1ccc(CNC(=O)CN(c2cccc([N+](=O)[O-])c2)S(C)(=O)=O)cc1
(43) Cn1nc(C(F)(F)F)c(/C=N/OC(=O)c2ccc(Cl)cc2)c1Cl
(44) CS(=O)(=O)Cc1cc(Sc2ccccc2)nc(-c2ccncc2)n1
(45) N#CCC1c2ccccc2CCN1C(=O)Nc1cccc(Cl)c1 (stereo not given)
(46) Cc1cc(N2CCCC2)nc2ccc(NC(=S)NCCCN3CCC(C)CC3)cc12
(47) COc1ccc(OC)c(NC(=O)CCc2c[nH]c3ccccc23)c1

compound no.	41	42	43	44	45	46	47
PhoP inhibition	6%	-6%	-11%	3%	-10%	5%	-14%
XIAP displacement	-6.0%	-5.6%	-2.6%	-7.9%	1.4%	-4.5%	-3.1%
human PMI inhibition	-11%	-2%	-3%	-4%	17%	-8%	-4%
TNAP activation fold	1	1	1	1.1	1.1	1	0.9
WT yeast gro inh mutant strain	3	-6	19	26	11	-10	-24
RSV CPE inhibition	3.0%	2.0%	1.2%	1.6%	0.5%	-1.2%	3.2%
Myeloid diff 2 GFP+ MAC1+ %	0.8	0.4	0.7	0.4	0.7	1.5	1.1
human PMI inhibitors	7%	16%	4%	-1%	15%	-2%	-3%
Siah-1 displacement	13%	1%	-3%	-6%	-1%	2%	0%
Myeloid diff 2	i	i	i	i	i	i	i
WT yeast gro inh	32	-9	0	26	13	-8	5

Compound activity as filed in PubChem.
